From PubChem
HP1b binding inh: HTS for Inhibitors of HP1-beta Chromodomain Interactions with Methylated Histone Tails; Chromobox protein homolog 1 (Homo sapiens), P83916; AlphaScreen HP1-beta / biotin-H3K9me3 peptide binding; Potency, µM (series often up to 114 µM), without a hit: top-dose activity change, negative = inhibition, usual class: inhibitors; 390,000 compounds, 0.56% hits; AID 540317, 2011; note: potency is the fitted concentration of half-maximal effect; nearly all actives have a fitted effect of over 70% in size; inactives centre near 23
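HP1-beta protein (50 nM final) preincubated 30 min at room temperature with biotinylated H3(1-18)K9me3 peptide (50 nM) in PBS pH 7.4, 0.01% Tween-20, then compound added for 30 min. AlphaScreen streptavidin donor/nickel chelate acceptor beads (10 ug/mL final), 30 min dark, luminescence read.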
PI4K2A block: qHTS for small molecular inhibitors of PI4K2A. purified PI4K2A, ADP-Glo luminescence, 1 h; active compounds read low. 420,000 compounds, 0.13% hits. Phosphatidylinositol 4-kinase type 2-alpha (Homo sapiens), Q9BTU6. activity change, negative = inhibition, % at 76.9 µM; in the data active = activity change below about -50%; inconclusive = mostly about -30% to -49%;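 note: -100% = wells without enzyme as full effect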
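ADP-Glo luminescence measured ADP generated by PI4K2A enzyme (4 ug/mL before mixing) with 1.2 mM PI substrate (pre-mix) and 300 microM ATP (pre-mix). Tris pH7.5 buffer with MgCl2, Triton X-100; 1 h reaction at ambient temperature.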
ERG-DNA inh: qHTS for Small Molecule Inhibitors of the ERG Ets/DNA interaction. fluorescence polarization, His-ERG Ets domain / labelled DNA. 370,000 compounds, 0.028% hits. Potency, µM (series often up to 76.9 µM), for the others: top-dose FP activity, negative = inhibition, hits mostly inhibitors. AID 624246, 2012; active = well fitted inhibition curve with a large enough effect in the polarisation, with a control signal flat; inconclusive = small, poorly fitted or top-dose-only effect, or effect the other way, or a change in a side signal; inactive = no such curve, though single readings can be large or run the other way; the % refers to the polarisation;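 note: polarization taken with two DNA probes labelled with fluorescein and Texas red; potency is the fitted concentration of half-maximal effect; % of control where 0% means no effect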
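His-tagged ERG Ets domain (1 uM in the protein solution; 300mM KCl, 50mM Tris-HCl, 1mM EDTA, 1mM DTT, pH 7.5) received compound, then a probe mix of 5 nM fluorescein-DNA and 100nM Texas-615-DNA. Fluorescence polarization was read for both dyes.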
G9a inh: qHTS Assay for Inhibitors of Histone Lysine Methyltransferase G9a; G9a H3K9 monomethylation, AlphaScreen, 2 h; Potency, µM (highest dose often 102 µM), for the others: at the highest dose activity, negative = inhibition, most hits filed as inhibitors; Histone-lysine N-methyltransferase EHMT2 (Homo sapiens), Q96KQ7; 350,000 compounds, 8.8% hits; note: potency is the fitted concentration of half-maximal effect; % is set by controls: 0 for no effect and ±100 for the full control effect; nearly all actives have a fitted effect of over 75% in size
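Enzyme 20 nM + cpd, 15 min RT; add b-H3K9 pep 500 nM / SAM 20 uM; 2 h RT; anti-H3K9me1 Ab 0.5 ug/mL + SA donor / anti-rabbit acceptor beads 20 ug/mL each, 10 min; AlphaScreen read.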
RGS4 inhibitor: Inhibitors of Regulator of G Protein Signaling (RGS) 4: qHTS; Regulator of G-protein signaling 4 (Homo sapiens), P49798; Transcreener GDP fluorescence polarization, RGS4-accelerated GTP hydrolysis; Potency, µM (titrated, usually from 114 µM), for inactives: at the highest dose activity change, negative = inhibition, hits mostly inhibitors; 390,000 compounds, 0.039% hits; AID 504845, 2011; note: potency is the fitted concentration of half-maximal effect; % is set by controls: 0 for no effect and ±100 for the full control effect; nearly all actives have a fitted effect of over 75% in size; some results filed as inactive show a strong effect at the top dose
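MLSMR compounds (23 nl, pin-transferred) preincubated 10 min at room temperature with a 500nM (2x) first reagent, then RGS4 at 900nM (2x) plus Transcreener GDP mix added; fluorescence polarization (620/688 nm) read before and after 90 min at 30 °C.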
BAZ2B inh: qHTS Assay for Inhibitors of BAZ2B; Potency, µM (highest dose often 114 µM), for the others: at the highest dose activity change, negative = inhibition, usual class: inhibitors; AlphaScreen BAZ2B-H3K14Ac peptide displacement; 360,000 compounds, 4.4% hits; Bromodomain adjacent to zinc finger domain protein 2B (Homo sapiens), Q9UIF8; note: potency is the fitted concentration of half-maximal effect; % is set by controls: 0 for no effect and ±100 for the full control effect; nearly all actives have a fitted effect of over 60% in size
Target sequence (Q9UIF8 whole entry, looked up, the tested form may be a part): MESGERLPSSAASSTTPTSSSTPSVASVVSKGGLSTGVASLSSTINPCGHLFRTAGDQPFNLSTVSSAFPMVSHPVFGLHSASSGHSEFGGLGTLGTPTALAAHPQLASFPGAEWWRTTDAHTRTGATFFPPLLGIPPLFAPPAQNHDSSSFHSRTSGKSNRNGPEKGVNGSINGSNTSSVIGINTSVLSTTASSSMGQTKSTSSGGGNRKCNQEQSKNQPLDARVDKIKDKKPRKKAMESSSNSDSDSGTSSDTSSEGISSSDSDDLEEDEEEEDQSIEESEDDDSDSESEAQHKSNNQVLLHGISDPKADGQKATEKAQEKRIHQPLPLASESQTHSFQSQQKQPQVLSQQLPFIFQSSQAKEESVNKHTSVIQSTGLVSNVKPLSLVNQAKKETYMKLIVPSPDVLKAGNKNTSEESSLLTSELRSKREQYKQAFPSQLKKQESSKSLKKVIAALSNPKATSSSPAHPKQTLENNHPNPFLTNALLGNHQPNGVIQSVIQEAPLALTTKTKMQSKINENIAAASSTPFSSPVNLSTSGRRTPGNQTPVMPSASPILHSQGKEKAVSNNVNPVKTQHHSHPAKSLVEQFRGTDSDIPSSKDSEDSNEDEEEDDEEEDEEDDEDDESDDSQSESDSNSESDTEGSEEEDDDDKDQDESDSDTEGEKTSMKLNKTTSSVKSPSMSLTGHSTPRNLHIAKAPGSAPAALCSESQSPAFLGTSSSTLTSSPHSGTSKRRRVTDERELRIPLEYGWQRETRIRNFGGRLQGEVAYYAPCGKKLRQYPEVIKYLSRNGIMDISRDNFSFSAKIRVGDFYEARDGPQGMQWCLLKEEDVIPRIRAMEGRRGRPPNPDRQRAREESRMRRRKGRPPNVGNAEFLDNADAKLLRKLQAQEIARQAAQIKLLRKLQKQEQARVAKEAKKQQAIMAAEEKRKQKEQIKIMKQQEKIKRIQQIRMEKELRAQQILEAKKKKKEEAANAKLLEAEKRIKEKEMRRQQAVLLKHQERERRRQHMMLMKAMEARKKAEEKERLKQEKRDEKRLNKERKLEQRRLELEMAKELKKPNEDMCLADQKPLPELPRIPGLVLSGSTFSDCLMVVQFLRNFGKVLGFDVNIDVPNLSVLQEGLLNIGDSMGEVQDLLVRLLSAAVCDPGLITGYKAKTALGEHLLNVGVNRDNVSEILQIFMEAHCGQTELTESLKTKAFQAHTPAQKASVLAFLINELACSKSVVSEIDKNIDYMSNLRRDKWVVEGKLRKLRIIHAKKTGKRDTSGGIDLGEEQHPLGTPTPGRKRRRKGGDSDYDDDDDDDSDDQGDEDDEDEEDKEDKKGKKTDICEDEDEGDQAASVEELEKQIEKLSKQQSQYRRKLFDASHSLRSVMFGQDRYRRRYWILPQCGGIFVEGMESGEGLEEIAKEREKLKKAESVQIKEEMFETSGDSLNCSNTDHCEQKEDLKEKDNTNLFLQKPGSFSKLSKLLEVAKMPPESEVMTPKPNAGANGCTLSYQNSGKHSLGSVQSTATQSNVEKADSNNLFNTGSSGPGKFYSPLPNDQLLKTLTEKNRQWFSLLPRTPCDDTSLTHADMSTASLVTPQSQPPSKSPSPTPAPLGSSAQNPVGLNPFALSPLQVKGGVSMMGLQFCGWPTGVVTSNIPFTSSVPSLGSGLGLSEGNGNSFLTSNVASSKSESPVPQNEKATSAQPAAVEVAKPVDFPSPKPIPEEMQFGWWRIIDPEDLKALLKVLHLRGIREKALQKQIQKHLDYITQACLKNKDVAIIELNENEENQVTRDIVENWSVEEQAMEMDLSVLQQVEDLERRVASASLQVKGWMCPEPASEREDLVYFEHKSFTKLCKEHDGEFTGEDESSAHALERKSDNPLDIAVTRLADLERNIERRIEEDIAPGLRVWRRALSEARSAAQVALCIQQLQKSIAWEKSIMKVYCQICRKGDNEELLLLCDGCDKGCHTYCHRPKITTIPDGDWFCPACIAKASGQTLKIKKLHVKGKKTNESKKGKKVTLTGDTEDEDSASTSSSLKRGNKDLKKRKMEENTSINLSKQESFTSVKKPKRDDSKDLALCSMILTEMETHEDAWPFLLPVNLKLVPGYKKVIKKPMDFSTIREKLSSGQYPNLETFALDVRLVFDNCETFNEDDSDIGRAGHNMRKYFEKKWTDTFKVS
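BAZ2B (50 nM) with biotin-H3(5-23)K14Ac peptide (50 nM) in PBS pH 7.4, 0.01% Tween-20, preformed 30 min, then compound 30 min at room temperature; top concentration 110uM. AlphaScreen streptavidin donor/nickel chelate acceptor beads (10 ug/mL final), 20 min dark, signal read.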
GLS inh: qHTS for Inhibitors of Glutaminase (GLS) | GLS enzymatic activity, qHTS titration | Glutaminase kidney isoform, mitochondrial (Homo sapiens), O94925 | Potency, µM (doses to about 45.5 µM), without a hit: at the top dose activity change, negative = inhibition, actives largely listed as inhibitors | 410,000 compounds, 0.21% hits; note: potency is the fitted concentration of half-maximal effect; % is set by controls: 0 for no effect and ±100 for the full control effect
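Glutamate formation by hKGA was monitored fluorometrically using coupled glutamate oxidase, HRP and Amplex Red. Substrate was added as 1 mM L-glutamine solution; incubation was 30 min at RT after an initial read.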
12-LOX inh: Primary qHTS assay for inhibitors of human arachidonate 12S-lipoxygenase (ALOX12): Round 2; Polyunsaturated fatty acid lipoxygenase ALOX12 (Homo sapiens), P18054; purified 12hLO, xylenol orange hydroperoxide absorbance; Potency, µM (top dose mostly 108 µM), for inactives: at the highest dose activity change, negative = inhibition, most hits filed as inhibitors; 580,000 compounds, 1.1% hits; note: potency is the fitted concentration of half-maximal effect; % is set by controls: 0 for no effect and ±100 for the full control effect
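Purified human 12hLO (150 nM final) in 25 mM Hepes, 0.01% Triton X-100, pH 7.0 was preincubated 15 min at room temperature with compound. Then 40 uM arachidonic acid was added, 30 min. Hydroperoxide was read by Fe-XO absorbance ratio 573/405 nm.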
JMJD2A Tudor: qHTS Assay for Inhibitors of JMJD2A-Tudor Domain; Lysine-specific demethylase 4A (Homo sapiens), O75164; AlphaScreen JMJD2A-Tudor / H3K4me3 peptide binding; Potency, µM (doses to about 114 µM), inactives show at the highest dose activity change, negative = inhibition, most hits filed as inhibitors; 390,000 compounds, 4.4% hits; AID 504339, 2011; note: potency is the fitted concentration of half-maximal effect; % is set by controls: 0 for no effect and ±100 for the full control effect; nearly all actives have a fitted effect of over 50% in size
* = called active by the depositor; ? = inconclusive; nt = not tested or not shown; & = joins results of further samples; [ ] = remark or other dose. Unless noted, calls come from the whole dose curve; as a rule, active = well fitted curve in the direction sought with a large enough effect; inconclusive = small, poorly fitted or top-dose-only effect, or another doubt; inactive = no such curve, though single readings can be large; an effect the other way counts as inactive or inconclusive.

HP1b binding inh	PI4K2A block	ERG-DNA inh	G9a inh	RGS4 inhibitor	BAZ2B inh	GLS inh	12-LOX inh	JMJD2A Tudor	molecule
5.62µM*	-8.4	10.3%	1.58µM*	?	50.1µM*	?	7.08µM*	22.4µM*	Fc1ccc(N=c2ssnc2Cl)c(F)c1
37.1%	2.6	-5.3%	4.1%	-10.7%	?	-13.7%	-13.2%	-18.6%	O=C(Nc1c2c(nc3c1CCC3)CCCC2)c1ccccn1
39.3%[activator]	1.7	-4.0%	1.3%[59 µM]	-3.4%	-9.3%	-4.6%	-2.5%	-2.0%	COc1ccc(-c2cc3nc(C)c(CCC(=O)NC4CCCCC4)c(C)n3n2)c(OC)c1
12.6%[57 µM]	2.6	-9.7%	4.2%[59 µM]	-4.3%	-10.3%	-8.9%	14.3%	-6.6%	O=C(CCc1nnc2n(Cc3ccc(F)cc3)c(=O)c3ccccc3n12)N1CCN(c2ccccn2)CC1
0.8%	1.2	7.1%	10.2%	-21.4%	-2.5%	0.3%	?	-12.6%	O=C(CSCc1ccc(Cl)cc1)Nc1ccc(Br)cc1C(=O)O
22.2%	-1.9	5.5%	7.5%[59 µM]	-10.5%	33.9%[activator]	-2.2%	4.9%	-10.9%	COC(=O)C1=C(C)N(Cc2ccc(OC)cc2)C(=O)C1
9.0%	-3.4	-4.8%	nt	-1.9%	nt	-6.5%	141.8%[activator]	-2.0%	CCCn1c(C)nc2c(c1=O)c1nc3ccccc3nc1n2-c1ccccc1
-13.7%	-1.7	9.0%	?	8.0%	-21.4%	-7.9%	-7.5%	-20.9%	COc1ccc(Cl)cc1C(=O)NCC(c1ccc(N(C)C)cc1)N1CCOCC1 (stereo not drawn)
42.5%[activator]	-1.9	0.0%	11.7%[59 µM]	-17.1%	10.2%	2.6%	1.3%	0.3%	O=C(Cc1ccccc1)Nc1nc(-c2cccc([N+](=O)[O-])c2)cs1
14.3%	5.6	6.8%	-27.2%	-0.2%	-2.3%	-5.7%	41.2%[activator]	-9.7%	CCCC(=O)NC(C)c1nc2ccccc2n1C(C)C (stereo not drawn)
30.5%	-7.7	4.0%	0.3%[59 µM]	-5.8%	-2.6%	1.1%	-11.5%	-26.3%	Cc1ccc(NC(=O)CSc2nc3ccccc3c(=O)n2CCC(=O)NC2CCCCC2)cc1C
9.0%	3.1	-1.3%	-3.1%[59 µM]	12.7%	-15.6%	-10.7%	-4.5%	-10.4%	Cc1ccccc1NC(=O)CSc1ncc2c(n1)-c1ccccc1N(C)S2(=O)=O
30.7%	1.3	5.2%	33.5%[135 µM]	36.7%	nt	-1.3%	6.1%	-11.0%	O=C1CC[C@@]23CCCN2C(=O)CCCC3C1 (stereo partly drawn)
8.5%	-5.0	3.2%	2.4%[59 µM]	0.3%	-29.6%	?	-4.0%	-18.9%	Cc1cccc(C(=O)N[C@H](C(=O)OCC(=O)NC(=O)c2cccn2C)C(C)C)c1
12.4%	-12.6	-0.9%	35.7%[59 µM]	24.7%[11.4 µM]	-18.4%	5.7%	-1.0%	-14.8%	Cc1ccc(/C=N/N=C2/NC(=O)C(CC(=O)Nc3ccccc3)S2)o1 (stereo not drawn)
37.7%	-0.1	-3.1%	?	24.4%	-17.1%	-0.3%	?	-5.0%	Cc1nnsc1C(=O)N(Cc1ccccc1)C(C)C
28.4%	-3.4	-0.3%	31.1%[59 µM]	-5.3%	-0.8%	0.2%	-3.0%	-14.7%	CCOP(=O)(OCC)C(Nc1ccc(OC)cc1)c1ccco1 (stereo not drawn)
45.0%[activator]	-0.8	0.8%	nt	-2.5%	nt	23.4%	0.9%	-13.3%	O=C(/C=C/c1cccs1)NNC(=O)c1cccc([N+](=O)[O-])c1
48.1%[activator]	2.7	5.5%	9.4%[0.501 µM]	-6.2%	4.0%	3.5%	?	0.0%	O=C1C=C(c2ccc(Cl)c(C(F)(F)F)c2)C[C@@H](c2ccc(F)cc2)C1
24.8%	-6.3	1.5%	-33.2%[59 µM]	-24.1%	-2.3%	3.9%	-14.5%	6.2%	Cc1cccc(NC(=O)c2sc(NC(=O)COc3ccccc3)c(C#N)c2C)c1C
23.3%	-2.0	-10.8%	5.5%[59 µM]	23.5%	2.2%	-3.6%	4.4%	-12.3%	Cc1ccc(CNC(=O)c2cc(-c3ccc(C)cc3)nc3n[nH]c(-c4ccc(F)cc4)c23)cc1
26.8%	8.8	-2.0%	-17.2%	3.1%	1.0%	-2.5%	0.0%	-23.7%	COc1ccc(C(=O)Nc2ccccc2C(=O)NCCCn2ccnc2)cc1
5.5%	-2.4	nt	-4.4%[59 µM]	13.8%	-7.2%	14.2%	1.3%	-6.7%	Cc1ccc2[nH]c3c(c2c1)CCC3=O
77.7%[activator]	4.4	-13.0%	14.4%	-6.0%	29.7%	5.3%	13.0%	30.5%	Cc1ccccc1OCCCSc1nc2ccccc2[nH]1
37.3%	-2.5	-10.0%	12.2%	-30.8%[56.9 µM]	-34.9%	-5.7%	0.9%	-16.9%	COc1ccc(OC)c(CNC(=O)c2ccc(C)c(NC(=O)C3=C(C)OCCS3)c2)c1
18.9%	-4.2	9.3%	-36.1%[59 µM]	-30.1%	-35.6%	-12.7%	?	2.5%	O=C(CC(C(=O)O)c1ccccc1)c1cccs1 (stereo not drawn)
43.8%[activator]	1.4	-1.5%	4.4%	3.0%	2.5%	-4.2%	49.6%[activator]	-2.8%	COc1ccc(S(=O)(=O)N2CCC(C(=O)NCCN3CCOCC3)CC2)cc1OC
34.0%	-6.4	5.8%	4.3%[59 µM]	5.8%	15.0%	2.3%	0.0%	-11.1%	COc1ccc(C(=O)Nc2c(Cl)cc(Cl)cc2C(=O)NCc2ccco2)cc1
15.7%	3.1	3.6%	44.7µM*	16.0%[56.9 µM]	0.7%	14.3%	-0.8%	-13.6%	CS(=O)(=O)Nc1cccc(-c2cnc3ccccc3n2)c1
13.5%	-0.6	7.4%	1.1%	-17.8%	-0.8%	13.2%	0.0%&-7.8%	-13.7%	COc1ccc2cc(C(=O)N3CCN(C)CC3)[nH]c2c1

Remaining list, next part.
HP1b binding inh	PI4K2A block	ERG-DNA inh	G9a inh	RGS4 inhibitor	BAZ2B inh	GLS inh	12-LOX inh	JMJD2A Tudor	molecule
38.4%	-5.1	-6.8%	8.6%	18.4%	5.3%	-3.3%	-3.0%	0.0%	CCOc1ccc(NC(=O)CSc2nnc(COc3c(C)cccc3C)o2)cc1
31.0%	-1.8	-1.7%	15.6%	-2.0%	-21.2%	19.3%	-8.4%	4.0%	Cc1c(O)ccc2c(CN3CCOCC3)cc(=O)oc12
30.4%	-1.7	-1.2%	2.9%[59 µM]	-8.9%	-4.1%	6.0%	-28.2%	-5.5%	COc1ccc(OC)c2sc(N(Cc3cccnc3)C(C)=O)nc12
21.5%[57 µM]	-14.8	1.4%	?	3.5%	12.8%	8.3%	0.0%	-17.2%	COc1cccc(Cc2nc3ccccc3nc2SCC(=O)NCCc2ccccc2)c1
14.2%	0.6	14.3%	44.7µM*	?	-12.4%	0.6%	13.4%	-13.4%	COc1cc(C(=O)NCC(=O)N/N=C/c2ccc(-c3ccc([N+](=O)[O-])cc3)o2)cc(OC)c1OC
17.0%	-5.0	-0.1%	?	-22.3%	?	-0.8%	-21.2%	?	COc1ccc(-c2cn(-c3ccc(C)cc3)c(S(=O)(=O)CC(=O)Nc3ccc(F)cc3)n2)cc1
33.8%	-5.9	-0.3%	nt	14.7%	7.6%	7.6%	1.6%	-13.7%	CC(C)C[C@H](NC(=O)c1ccc(OC2CCN(C(=O)C3CC3)CC2)cc1)C(N)=O
27.9%	1.5	-2.6%	3.1%	-10.7%	-16.5%	0.7%	-1.9%	-7.1%	CCN(CC)S(=O)(=O)c1ccc(C(=O)N(c2ccccc2)C2C=CS(=O)(=O)C2)cc1 (stereo not drawn)
-0.2%	-2.8	nt	71.1%[activator][12.7 µM]	-38.4%	5.4%	26.1%	?	-19.9%	Cc1ccc(C(=O)NNC(=S)NC(=O)c2ccc(Cl)cc2Cl)cc1
2.8%	-7.3	-2.9%	0.3%[59 µM]	15.7%	-30.7%	6.5%	-12.1%	-24.5%	COc1ccc(CC(C#N)(CO)c2nc3ccccc3[nH]2)cc1 (stereo not drawn)
73.8%[activator]	10.1	-4.6%	3.7%	-9.4%[11.4 µM]	2.7%	4.5%	-7.4%	-7.4%[11.4 µM]	O=C(NC1CCCC1)C(c1ccc(Cl)cc1)N1CCN(C2CCCCC2)CC1 (stereo not drawn)

An excerpt. The share of hits here may be higher or lower than overall.
